OX1R antag-1: OX1R (human) antagonism. inhibition, % at 6.6 µM. OX1R-expressing cells, FRET antagonist read-out. 330,000 compounds, 1.8% hits. AID 485270; in the data active means inhibition mostly above about 38%, no sharp cut-off; inactive means mostly below about 40%;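 further: 0% = agonist challenge alone and 100% = reference antagonist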
Target sequence (O43613 whole entry, looked up): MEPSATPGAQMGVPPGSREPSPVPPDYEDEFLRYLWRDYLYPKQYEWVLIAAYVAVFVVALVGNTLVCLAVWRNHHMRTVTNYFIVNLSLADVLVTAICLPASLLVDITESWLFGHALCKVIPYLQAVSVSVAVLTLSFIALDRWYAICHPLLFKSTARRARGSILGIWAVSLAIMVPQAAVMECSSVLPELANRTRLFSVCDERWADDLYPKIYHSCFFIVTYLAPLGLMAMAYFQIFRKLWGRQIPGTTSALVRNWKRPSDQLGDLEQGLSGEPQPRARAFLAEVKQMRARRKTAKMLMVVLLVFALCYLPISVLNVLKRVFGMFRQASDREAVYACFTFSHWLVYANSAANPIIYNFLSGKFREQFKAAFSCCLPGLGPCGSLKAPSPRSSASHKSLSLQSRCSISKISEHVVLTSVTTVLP
OX1R antag-2: human HCRTR1 antagonism | CHO/OX1R cells, Fluo-8 calcium fluorescence, orexin A | inhibition, % at 5 µM | 330,000 compounds, 0.43% hits | AID 434989;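 active means inhibition above its plate's threshold, mean inhibition of all tested compounds on the plate plus 3 SD, cut at about 37% in these data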;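 further: 0% = orexin A challenge wells and 100% = SB-334867-A antagonist wells; not every result past the cut was called active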
STK33 inh: blocks human STK33 kinase activity; inhibition, % at 10 µM; purified STK33, MBP phosphorylation, ADP-Glo luminescence; 320,000 compounds, 0.073% hits; Q9BYT3;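 active means inhibition at or above 25%, using the most active replicate where run in duplicate; inactive means inhibition below 25%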
Target sequence (Q9BYT3 whole entry, looked up): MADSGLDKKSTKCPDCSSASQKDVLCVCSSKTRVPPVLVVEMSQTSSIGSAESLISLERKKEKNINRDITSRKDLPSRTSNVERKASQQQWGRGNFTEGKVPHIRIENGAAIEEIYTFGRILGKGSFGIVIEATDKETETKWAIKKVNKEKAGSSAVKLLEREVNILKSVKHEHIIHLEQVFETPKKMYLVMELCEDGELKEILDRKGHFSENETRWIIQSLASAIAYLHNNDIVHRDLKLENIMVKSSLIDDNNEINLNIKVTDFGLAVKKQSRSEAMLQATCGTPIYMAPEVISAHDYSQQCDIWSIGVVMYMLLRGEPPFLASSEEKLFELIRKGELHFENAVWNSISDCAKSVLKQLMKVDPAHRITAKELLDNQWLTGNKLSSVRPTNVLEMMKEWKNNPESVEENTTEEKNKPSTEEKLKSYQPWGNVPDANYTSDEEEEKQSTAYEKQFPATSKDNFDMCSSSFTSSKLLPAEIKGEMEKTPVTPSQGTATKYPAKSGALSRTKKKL
Numbers without * were called inactive; · = no result given.

Start of the listing, in advance:
OX1R antag-1 | OX1R antag-2 | STK33 inh | SMILES
13 | 8 | 1.9 | CCOC(=O)c1c(S(=O)(=O)N(C)Cc2ccccc2)c(C)n(C)c1C
3 | -26 | -3.1 | CCOC(=O)C1=C(C)NC(=O)NC1c1ccc(-c2ccc(F)cc2)o1 (configuration not stated)
28 | -22 | 0.0 | CCOc1cc(/C=N/NC(=O)C(=O)NCC2CCCO2)ccc1OCC(=O)N1CCOCC1 (configuration not stated)
6 | -7 | -1.8 | CC(OC(=O)C1CC(O)CN1S(=O)(=O)c1ccccc1[N+](=O)[O-])C(=O)N1CCCCC1 (configuration not stated)
14 | -16 | -0.2 | CN(C)CCCNc1oc(/C=C/c2ccccc2)nc1C#N
-3 | -44 | 1.1 | O=C(NC(=S)Nc1ccccc1N1CCCC1)c1cccs1
-8 | -20 | 1.3 | CC(=O)Nc1ccc(NC(=O)[C@@H](NC(=O)c2ccccc2F)C(C)C)cc1
6 | -19 | -1.5 | CC(C)c1ccc(C(O)P(=O)(OCc2ccccc2)c2ccc(N(C)C)cc2)cc1 (configuration not stated)
8 | -6 | -1.0 | COC(=O)c1c(NC(=O)COC(=O)c2ccc(Cl)nc2)sc(C)c1C
14 | 1 | 1.4 | O=[N+]([O-])C1=C(Nc2cccc3ccccc23)CS(=O)(=O)C1
-5 | -21 | -1.4 | CN(C)c1cccc(N(C)C)c1CNC(=O)NC(=O)c1c(F)cccc1F
11 | -6 | -0.9 | CCOC(=O)C(OC(=O)c1sc(=S)n(C)c1C)C(C)=O (configuration not stated)
12 | 5 | · | CCN(CC)S(=O)(=O)c1ccc(=O)[nH]c1
12 | -17 | -0.4 | CNc1c(NS(=O)(=O)c2ccc(F)cc2)c(=O)oc2ccccc12
17 | -18 | -0.7 | FCCCOc1ccc(-c2nccc(-c3ccc(Br)cc3)n2)cc1

The list itself (from the top)
OX1R antag-1 | OX1R antag-2 | STK33 inh | SMILES
13 | 8 | 1.9 | CCOC(=O)c1c(S(=O)(=O)N(C)Cc2ccccc2)c(C)n(C)c1C
3 | -26 | -3.1 | CCOC(=O)C1=C(C)NC(=O)NC1c1ccc(-c2ccc(F)cc2)o1 (configuration not stated)
28 | -22 | 0.0 | CCOc1cc(/C=N/NC(=O)C(=O)NCC2CCCO2)ccc1OCC(=O)N1CCOCC1 (configuration not stated)
6 | -7 | -1.8 | CC(OC(=O)C1CC(O)CN1S(=O)(=O)c1ccccc1[N+](=O)[O-])C(=O)N1CCCCC1 (configuration not stated)
14 | -16 | -0.2 | CN(C)CCCNc1oc(/C=C/c2ccccc2)nc1C#N
-3 | -44 | 1.1 | O=C(NC(=S)Nc1ccccc1N1CCCC1)c1cccs1
-8 | -20 | 1.3 | CC(=O)Nc1ccc(NC(=O)[C@@H](NC(=O)c2ccccc2F)C(C)C)cc1
6 | -19 | -1.5 | CC(C)c1ccc(C(O)P(=O)(OCc2ccccc2)c2ccc(N(C)C)cc2)cc1 (configuration not stated)
8 | -6 | -1.0 | COC(=O)c1c(NC(=O)COC(=O)c2ccc(Cl)nc2)sc(C)c1C
14 | 1 | 1.4 | O=[N+]([O-])C1=C(Nc2cccc3ccccc23)CS(=O)(=O)C1
-5 | -21 | -1.4 | CN(C)c1cccc(N(C)C)c1CNC(=O)NC(=O)c1c(F)cccc1F
11 | -6 | -0.9 | CCOC(=O)C(OC(=O)c1sc(=S)n(C)c1C)C(C)=O (configuration not stated)
12 | 5 | · | CCN(CC)S(=O)(=O)c1ccc(=O)[nH]c1
12 | -17 | -0.4 | CNc1c(NS(=O)(=O)c2ccc(F)cc2)c(=O)oc2ccccc12
17 | -18 | -0.7 | FCCCOc1ccc(-c2nccc(-c3ccc(Br)cc3)n2)cc1
8 | -31 | -1.7 | CN1CCN(C(c2ccccc2)c2ccc(Cl)cc2)CC1 (configuration not stated)
19 | -6 | 0.1 | O=C(CSc1nnc(-c2cnccn2)n1Cc1ccco1)c1ccccc1
7 | -13 | 0.6 | COC(=O)[C@@H](NC(=O)NCc1ccc(F)cc1)C(C)C
3 | -6 | -1.0 | Cc1cccc(-c2nc(CS(=O)CC(=O)N3CCN(C)CC3)c(C)o2)c1 (configuration not stated)
7 | -46 | 0.4 | C=CCOC(=O)C1=C[C@@H](c2csc3ccccc23)C[C@@H](OCCCCO)O1
12 | -18 | 0.5 | CCc1cc(=O)oc2c3c(cc(OCC(=O)NCCN4CCOCC4)c12)OC(C)(C)CC3
24 | 3 | -1.9 | O=C(c1cccs1)[C@@H]1[C@@H]2C(=O)N(Cc3ccc4c(c3)OCO4)C(=O)[C@@H]2C2c3ccccc3C=CN21 (some centres not stated)
12 | -22 | -1.6 | CC(=O)N1c2ccc(S(=O)(=O)N3CCCC(C(=O)N4CCCC(C)C4)C3)cc2CC1C (configuration not stated)
10 | -14 | -0.6 | O=c1[nH][nH]c(C(F)(F)F)c1C=NCc1ccccc1Cl
12 | -4 | -2.1 | O=C(N/N=C/c1cccc(C(F)(F)F)c1)c1cc2c(s1)-c1ccccc1CC2
25 | -17 | -0.4 | CCOC(=O)C1CCN(C(=O)c2cc3cc(Cl)ccc3[nH]2)CC1
1 | -5 | -1.1 | O=C(Nc1ccc(S(=O)(=O)N2CCCC2)cc1)c1ccc(Cl)nc1
14 | 5 | -1.8 | CC(=O)c1ccc(NC(=O)C2CC2c2ccccc2)cc1 (configuration not stated)
13 | -21 | -0.7 | CC1CCN(C(=O)C2CCN(S(=O)(=O)c3cccc4nonc34)CC2)CC1
5 | -7 | -0.3 | CCC(=O)Nc1c(OC(=O)CC)ccc2c(C)cc(=O)oc12
5 | -15 | -1.7 | CCc1nnc(NC(=O)CSc2nnc(C(C)NC(=O)c3ccccc3F)n2C)s1 (configuration not stated)
26 | -37 | 0.6 | Cc1ccc(C(=O)C(O)C(c2ccc(C)cc2)N2CCCCC2)cc1 (configuration not stated)
20 | -22 | -1.8 | CCOc1ccc(NC(=O)C2CC(=O)N3CCCN=C3S2)cc1 (configuration not stated)
1 | -5 | -0.7 | O=C(CCNC(=O)c1ccccc1Cl)NCCCSc1ccccc1
0 | 10 | -2.5 | C/C(=N\NC(=O)Cc1c(C)[nH][nH]c1=O)c1ccc2ccccc2c1
17 | 4 | 1.2 | C=CC[C@H](CC(=O)N(CCO)Cc1ccccc1)C(=O)NCCOC(=O)[C@@H](CC=C)Cc1ccc(F)cc1
6 | 0 | -0.6 | CCOC(=O)C1=C(C)NC(=O)C(C#N)C1c1ccco1 (configuration not stated)
11 | -15 | -1.8 | Cn1c(=O)c2c(nc(NCc3ccccc3)n2C)n(C)c1=O
4 | -6 | -1.0 | COc1ccc(CNC(=O)CCCn2c(SCC#N)nc3cc4c(cc3c2=O)OCO4)cc1
18 | -7 | -0.9 | CN(C)C(=O)COC(=O)[C@H](Cc1ccccc1)NC(=O)c1ccco1
2 | -5 | -0.9 | CCNC(=S)NNC(=O)c1ccc(=O)n(Cc2ccccc2)c1
15 | -25 | -0.2 | CCOC(=O)N1CCC(n2c(SCC(=O)N3CCC(C)CC3)nc3ccccc3c2=O)CC1
19 | 7 | -1.4 | CCOc1ccc(S(=O)(=O)NCc2ccccc2)cc1C(N)=O
0 | -1 | -1.2 | COC(=O)c1ccc(C(NC(=O)c2cccnc2)NC(=O)c2cccnc2)cc1
4 | -22 | 0.2 | COc1cccc(-c2cc(C(=O)NCC3CCCO3)on2)c1 (configuration not stated)
5 | -15 | -0.8 | C/C(=N\N=C(N)N)c1cc(Cl)ccc1Cl
6 | 4 | -1.2 | O=C(CNC(=O)c1ccccc1)NCC(=O)OCC(=O)c1ccc(F)cc1
18 | -26 | 0.2 | O=C(Cn1cc(C(=O)c2ccco2)c2ccccc21)NCc1ccco1
13 | -28 | 0.5 | Cc1ccc(C)c(NC(=O)CN(C)C(=O)c2ccc(-c3ccc(Cl)cc3)o2)c1
8 | -16 | -1.0 | Cc1ccccc1OCC(=O)NNC(=O)c1ccc(-c2ccccc2)cc1
8 | -16 | -1.3 | Cc1ccccc1-n1c(=O)cc(N2CCc3ccccc32)[nH]c1=O
4 | -11 | 0.5 | CCOc1ccc(NC(=O)C2CCCN(c3nc(C)cc(C)n3)C2)cc1 (configuration not stated)
18 | -7 | -2.2 | O=C(CNS(=O)(=O)c1ccc(Cl)cc1)NNC(=O)c1cccnc1
28 | -28 | 0.2 | COc1ccc(S(=O)(=O)NCc2ccncc2)cc1NC(=O)c1ccc(Cl)cc1
12 | 2 | -0.4 | O=C(O)CNC(=O)c1ccc2c(c1)OCCO2
3 | -21 | -0.7 | CCN1CCN(CC(=O)c2c(C)n(C)c3ccc(OC)cc23)CC1
10 | -19 | -0.4 | O=C(CN(Cc1ccco1)C(=O)Cn1nnc(-c2cccs2)n1)NCC1CCCO1 (configuration not stated)
28 | -55 | -1.0 | O=C(NCC1CCCO1)c1ccc2ccccc2n1 (configuration not stated)
16 | -18 | 0.6 | CCOCCCN(C(=O)c1snc(C(N)=O)c1N)C(C(=O)NC1CCCC1)c1ccc(O)cc1 (configuration not stated)
8 | -33 | -0.5 | COc1cc(NC(=O)c2cc(-c3cccnc3)nc3ccc(C)cc23)c(OC)cc1Cl

Remaining list, next part.
OX1R antag-1 | OX1R antag-2 | STK33 inh | SMILES
3 | -26 | 0.3 | CCc1ccccc1Nc1ccc(C(=O)O)cc1N
11 | -17 | -0.1 | COCC(C)n1c(C)cc(C(=O)COC(=O)c2cccn2C)c1C (configuration not stated)
3 | 1 | -1.6 | Cc1nnc(SCC(=O)N(CC(C)C)c2c(N)n(Cc3ccccc3)c(=O)[nH]c2=O)n1N
11 | -31 | -1.9 | Cc1ccc(/C=N/NC(=O)c2cc(-c3cccnc3)nc3ccccc23)cc1
-2 | -15 | -0.2 | Cc1ccc(-c2nc(=O)[nH]c3ccccc23)cc1
9 | -9 | -1.7 | Cc1ccccc1OCC(=O)N1CCCCCCC1
17 | -27 | -1.2 | COc1ccc(C2/C=C\CN(Cc3ccc(N(C)C)cc3)CC(=O)N2Cc2ccc(F)cc2)cc1 (configuration not stated)
46 | -1 | -0.8 | CCOC(=O)/C=C/C(=O)Nc1cccc([N+](=O)[O-])c1
19 | -31 | -1.3 | O=S(=O)(c1ccc(N2CCCC2c2nc3ccccc3s2)nc1)N1CCOCC1 (configuration not stated)
5 | -15 | -1.8 | O=C(Cc1ccccc1)NCC(=O)N1CCN(Cc2cccc(Cl)c2)CC1
17 | -3 | -2.4 | CCOC(=O)NC1(C(F)(F)F)NC(=O)N(c2ccc(F)cc2)C1=O (configuration not stated)
10 | 18 | -0.2 | CN(C(=O)Nc1ccc(Cl)c(Cl)c1)c1ccccc1C(=O)O
7 | -19 | 1.7 | COc1ccc2[nH]c(C(=O)Nc3ncc(C)cc3Br)cc2c1
4 | -14 | 0.6 | CC1(C)CC(=O)C(CC2=C(O)CC(C)(C)CC2=O)C(=O)C1
10 | -12 | 0.7 | CC1=NN(c2ccccc2)C(=O)/C1=C/c1cc2cc(C)ccc2nc1N1CCCCC1
7 | -7 | -2.7 | CCN(CC)C(=O)COc1ccc(/C=C(\C#N)S(=O)(=O)c2ccccc2)cc1OC
4 | -14 | 1.5 | O=C(N/N=C/c1ccc(-c2ccc(S(=O)(=O)Nc3ncccn3)cc2)o1)c1cc2ccccc2cc1O
10 | 3 | -0.2 | O=C(CC1C(=O)NCCN1Cc1cccc(Oc2ccccc2)c1)NCCCn1cccn1 (configuration not stated)
10 | -13 | -0.1 | CC(C)(C)c1ccc(/C=N/NC(=O)C[n+]2ccccc2)cc1
10 | -5 | 0.8 | COc1ccc(NC(=O)c2ccc(OC)cc2)cc1

Single records (already shown). Values in the order: OX1R antag-1, OX1R antag-2, STK33 inh
Shown for `COc1ccc2[nH]c(C(=O)Nc3ncc(C)cc3Br)cc2c1` : 7, -19, 1.7
Shown for `Cc1ccccc1OCC(=O)N1CCCCCCC1` : 9, -9, -1.7

Continuation.
OX1R antag-1 | OX1R antag-2 | STK33 inh | SMILES
3 | -23 | -2.5 | COc1ccccc1NC(=O)COc1ccc(C(=O)NCC2CCCO2)cc1OC (configuration not stated)
5 | -9 | -1.1 | Cc1ccc(S(=O)(=O)N(C)C)cc1NC(=O)CN1C(=O)NC(Cc2ccccc2)C1=O (configuration not stated)
24 | -35 | -0.9 | COc1ccc(S(=O)(=O)NCC2CCCN(C(=O)c3cccs3)C2)cc1 (configuration not stated)
7 | -4 | -1.1 | CN(Cc1ccccc1F)C(=O)CCCNC(=O)c1ccc(Cl)cc1
33 | -26 | -1.3 | C/C(=N\NC(=O)c1ccccc1F)c1ccc2c(c1)Nc1ccccc1S2
1 | -11 | -0.6 | Cc1cc(C(=O)NCc2ccc3c(c2)OCO3)c(C)o1
-1 | -22 | 0.5 | CCN(CC)CCNC(=O)c1ccc(NC(=O)c2ccc3c(c2)CCC3)cc1
1 | -16 | -0.6 | O=C(NCc1ccccc1)C(=O)NCC(c1ccco1)N1CCOCC1 (configuration not stated)
14 | 7 | 0.2 | O=C(O)c1cn[nH]c1-n1cnnn1
10 | -6 | -0.5 | COCCN1C(=O)CC(NNC(=O)c2ccc(S(=O)(=O)N3CCCC3)cc2)C1=O (configuration not stated)
-1 | -6 | -1.6 | O=C(CCCc1ccccc1)NCc1ccccn1
19 | -21 | · | CS(=O)(=O)N(CC(=O)NCc1ccccc1)Cc1ccc(Cl)cc1
10 | -44 | 0.3 | CC(C)(Oc1ccc(Cl)cc1)C(=O)N(Cc1ccccc1)c1ccccn1
17 | -11 | -0.9 | COc1ccc(C(=O)NNC(=O)CSc2nnc(C(C)C)n2C)cc1
9 | 2 | 1.7 | CC(C)Cc1nc2sc3c(c2c(=O)n1N)CC(C)(C)OC3

Screening results (PubChem)

Compounds were not picked by outcome, and some 2.2% of all compounds hit somewhere here.
